Screens as filed in PubChem BioAssay.
EBI2 block = EBI2 receptor antagonists, beta-arrestin recruitment, primary screen, cell-based, luminescence, 7a,25-OHC stimulation, uHTS. 7a,25-OHC stimulated. G-protein coupled receptor 183 (Homo sapiens), P32249. 0.81% of 360,000 active. inhibition, % at 5 µM; in the data active means inhibition above about 38%;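 further: enzyme fragment complementation signal reports receptor beta-arrestin coupling in cells; 0% = agonist plus DMSO wells and 100% = wells without agonist; some results beyond the cut were filed as inactive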
Target sequence (P32249 whole entry, looked up, the tested form may be a part): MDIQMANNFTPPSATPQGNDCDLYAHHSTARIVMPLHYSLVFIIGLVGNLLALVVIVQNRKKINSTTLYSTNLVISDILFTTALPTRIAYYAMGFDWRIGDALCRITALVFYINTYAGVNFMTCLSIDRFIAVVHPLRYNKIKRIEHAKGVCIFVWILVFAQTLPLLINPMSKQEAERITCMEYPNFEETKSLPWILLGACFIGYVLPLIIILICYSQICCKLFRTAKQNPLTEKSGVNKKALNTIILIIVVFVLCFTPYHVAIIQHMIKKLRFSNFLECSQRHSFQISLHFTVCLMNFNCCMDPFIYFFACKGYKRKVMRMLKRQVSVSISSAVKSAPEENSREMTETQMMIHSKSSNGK
CHOP UPR activ = activators of apoptotic CHOP UPR arm, primary screen, cell-based, CHO-CHOP luciferase reporter, luminescence, uHTS; UPR activation; percent of tunicamycin response over DMSO baseline; activation, % at 10 µM; 0.34% of 330,000 active; AID 449763, 2010;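 active means at 10 µM dose, activation of 40% or more, normalized to positive control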;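 further: 100% = tunicamycin at 10 µg/mL and 0% = DMSO alone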
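Material: CHO-CHOP cells, stable luciferase reporter of PERK-eIF2a-CHOP signalling; quantity: 500 reporter cells seeded per well; buffer or medium: F12 medium containing 10% fetal bovine serum; compound: one dose, 10 µM in 0.5% DMSO; incubation: 6 h compound treatment, 37 °C; measured by: Steady-Glo luciferase luminescence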
Mdm2-MdmX inh = inhibitors of human Mdm2-MdmX association, primary screen, cell-based, luminescence, split luciferase, SaOS-2, uHTS; Protein Mdm4 (Homo sapiens) + E3 ubiquitin-protein ligase Mdm2 (Homo sapiens), …; SaOS-2 split-luciferase Mdm2/MdmX complementation; inhibition, % at 8 µM; 3% of 330,000 active;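 active means inhibition of at least 50% at 8 µM in the primary screen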
CCR6 antagonist = CCR6 receptor antagonists, primary screen, cell-based, CHO-K1, luminescence, beta-arrestin, uHTS; C-C chemokine receptor type 6 (Homo sapiens), P51684; 0.49% of 340,000 active; inhibition, % at 20 µM; CHO-K1 CCR6 PathHunter beta-arrestin, CCL20-stimulated; AID 493098, 2011;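 active means compounds whose inhibition of the agonist-driven luminescence signal at 20 µM reaches about 50%, limit read from the data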;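 further: cells stimulated with CCL20 at 14 nM final; plate controls were DMSO with CCL20 for no effect and DMSO without agonist for full effect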
697 NFkB inh = inhibitors of PMA/ionomycin-induced NF-kB reporter, 697 cells, primary screen, B-cell NF-kB inhibitor project, cell-based, luminescence, uHTS; 0.33% of 330,000 active; inhibition, % at 4 µM; 697 B-cell NF-kB luciferase reporter, 16 h; in the data active means inhibition above about 35%
Gli-Sufu antag = Gli-Sufu pathway antagonists, primary screen, luciferase luminescence, Sufu-KO-LIGHT cells, uHTS | Sufu-KO-LIGHT fibroblasts, Gli luciferase reporter luminescence | inhibition, % at 5 µM | 0.74% of 340,000 active;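 active means inhibition above about 55%, limit read from the data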;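 further: 0% = DMSO-treated cells and 100% = wells with medium but no cells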
UPR XBP1 act = activators of adaptive XBP1 UPR arm, primary screen, cell-based, CHO-XBP1 luciferase reporter, luminescence, uHTS; IRE1-XBP1 UPR activation; percent of tunicamycin response, DMSO as zero; activation, % at 20 µM; 0.33% of 330,000 active;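 active means versus positive control, 20 µM dose yields 30% or more activation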;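 further: 100% = tunicamycin at 10 µg/mL and 0% = DMSO only wells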
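Material: CHO-XBP1 cells stably carrying IRE1-XBP1-driven luciferase reporter | Medium: F12 with 10% serum | Compound dosing: 20 µM single concentration, DMSO 1% | Incubation: Overnight seeding at 37 °C, 6 h compound treatment at 37 °C | Detection: Steady-Glo luminescence read | Read-out basis: % activation of reporter signal versus tunicamycin and DMSO controls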
Jurkat NFkB inh = inhibitors of induced NF-kB luciferase reporter, primary screen, TCR NF-kB activation inhibitor project, cell-based, luminescence, uHTS; Jurkat, PMA/ionomycin-induced NF-kB luciferase reporter; inhibition, % at 4 µM; 0.53% of 330,000 active; AID 435003, 2010; in the data active means inhibition above about 50%
CXCR6 block = CXCR6 receptor inhibitors, primary screen, cell-based, beta-arrestin, luminescence, CHO-K1 PathHunter, 1536-well; C-X-C chemokine receptor type 6 (Homo sapiens), O00574; inhibition, % at 20 µM; 0.36% of 360,000 active; AID 602244, 2012; in the data active means inhibition above about 34%, passing the limit was not always enough;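 further: antagonist mode with CXCL16 agonist at 10 nM final; 0% = 10 nM CXCL16 with DMSO and 100% = unstimulated wells without agonist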
Target sequence (O00574 whole entry, looked up): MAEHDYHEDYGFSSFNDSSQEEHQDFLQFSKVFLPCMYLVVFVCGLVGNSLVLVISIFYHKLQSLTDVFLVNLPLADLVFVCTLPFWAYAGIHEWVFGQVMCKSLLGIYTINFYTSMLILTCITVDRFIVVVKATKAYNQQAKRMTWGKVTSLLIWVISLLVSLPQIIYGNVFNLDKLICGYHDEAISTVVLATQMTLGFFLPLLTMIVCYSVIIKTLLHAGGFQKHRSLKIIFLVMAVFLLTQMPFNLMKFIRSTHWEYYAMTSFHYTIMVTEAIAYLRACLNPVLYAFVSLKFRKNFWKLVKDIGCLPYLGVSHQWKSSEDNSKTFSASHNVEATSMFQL
* = called active by the depositor; · = no result given.

nr	Structure	EBI2 block	CHOP UPR activ	Mdm2-MdmX inh	CCR6 antagonist	697 NFkB inh	Gli-Sufu antag	UPR XBP1 act	Jurkat NFkB inh	CXCR6 block
1	CC1CC(C)(C)CC2(C1)NC(=O)N(CC(=O)Nc1cc(C(F)(F)F)ccc1N1CCCCC1)C2=O (stereo unspecified)	1	·	·	1	·	-2	·	·	-8
2	Cc1ccc(OCCNC(=O)c2ccccc2F)cc1	23	1.2	12	3	3	-16	5	-3	-4
3	O=C(CN1CCN(C(=O)C2CCCO2)CC1)Nc1cc(C(F)(F)F)ccc1Cl (stereo unspecified)	-11	0.2	29	20	1	-1	0	-3	1
4	O=[N+]([O-])c1cccnc1NCCc1ccccc1	10	4.5	-36	7	-79	-31	3	-67	4
5	Cc1ccccc1C(=O)NC(CC(C)C)C(=O)Nc1cccc(S(=O)(=O)N(C)C)c1 (stereo unspecified)	-8	0.7	15	2	13	-5	1	7	-10
6	O=C(O)c1ccc([N+](=O)[O-])c(CS(=O)(=O)c2ccc(Cl)cc2)c1	-12	-1.6	17	6	9	-11	-1	-13	-7
7	CC(C)(C)NC(=O)c1cccc2c1-c1ccccc1C2=O	-4	-0.8	-5	5	8	11	2	-3	4
8	CN(C(=O)COC(=O)c1c2c(nc3ccccc13)CCCC2)c1c(N)n(Cc2ccccc2)c(=O)[nH]c1=O	4	-1.3	33	12	13	16	0	9	-2
9	Cc1ccc(NC(=O)c2ccccc2Cl)c(Cl)c1	4	6.9	-47	19	-52	-52	3	-47	-1
10	O=S(=O)(NCCc1ccccc1)c1cccc2cccnc12	1	2.1	27	15	6	4	-3	4	2
11	CCOC(=O)Nc1cccc2c1-c1ccc([N+](=O)[O-])cc1C2=O	-5	·	·	3	·	6	·	·	-3
12	CNC(=O)[C@@]1(Cc2ccccc2)C=C[C@@H](C)N1C(=O)OC	-11	1.3	17	-3	24	0	-1	15	10
13	Cn1c2c(c(=O)n(C)c1=O)NC1(N2)C(=O)Nc2ccccc21 (stereo unspecified)	-15	-1.0	10	5	12	2	-3	-20	0
14	Cc1ccccc1S(=O)(=O)Cc1ccc(C(=O)N2CC(C)CC(C)C2)o1 (stereo unspecified)	-4	2.5	-2	-5	0	1	-5	0	-10
15	COc1ccc(C)cc1NS(=O)(=O)c1cn(C)c(=O)n(C)c1=O	3	-1.0	-16	5	11	-2	1	-11	-6
16	O=C(O)c1ccc(CNC(=O)C2CCCN2C(=O)OCc2ccccc2)cc1 (stereo unspecified)	1	3.0	-24	5	13	4	1	7	3
17	CCC(C(=O)Nc1cc(Cl)c(OC)cc1OC)c1ccccc1 (stereo unspecified)	1	-0.6	-20	14	29	-4	-1	3	6
18	CSCCC(NC(=O)c1ccco1)C(=O)OCC(=O)N1c2ccccc2NC(=O)C1(C)C (stereo unspecified)	-13	1.0	5	7	1	2	-1	-8	5
19	COc1ccccc1C(=O)N1CC(=O)Nc2ccc(C)cc2C1c1ccc(F)cc1 (stereo unspecified)	-5	1.8	-16	5	-1	-13	1	-9	4
20	CCCN=C1N(C)C[C@@H]2[C@@H]3C(=O)N(C)C(=O)[C@@H]3[C@](C)(C(=O)OC)N12	-3	0.2	7	10	-7	0	1	·	1
21	COc1cc2c(cc1OC)-c1cc(NC3CCCCCCC3)nc(=O)n1CC2	-1	-1.2	36	2	22	0	18	-9	8
22	CC(C)N(C(=O)[C@H]1C[C@H](CC(=O)NCCc2ccccn2)C(=O)N2CCc3c([nH]c4cc(CCC(=O)N(C)C)ccc34)[C@]12C)C(C)C	-7	3.1	15	18	8	-5	1	·	4
23	COc1ccc(C)cc1-n1c(=O)c2ccccc2c2ccccc2c1=O	7	·	·	23	·	0	·	·	12
24	O=C(Cc1csc(NC(=O)Nc2ccc(Cl)cc2)n1)NCc1ccccn1	9	6.7	6	1	-56	-43	2	-19	-9
25	COc1nc(NC(C)(C)C)nc(Oc2ccc(=O)n(-c3ccccc3)n2)n1	-10	-0.8	12	-8	-4	-2	2	5	3
26	N#Cc1c(N2C(=O)c3ccc(C(=O)O)cc3C2=O)sc2c1CCCC2	7	-2.3	23	4	-4	3	-6	-2	-3
27	Nc1ccc(C(=O)N2CCN(S(=O)(=O)c3ccc4c(c3)OCCCO4)CC2)cc1[N+](=O)[O-]	0	1.3	10	14	-4	8	-2	16	0
28	CCOC(=O)CCNC(=O)Nc1cc2nc(C)n(Cc3cccc(Cl)c3)c2nc1C	-4	-0.4	14	-5	-19	-1	-1	-10	7
29	Cc1ccc(OCC(=O)Nc2ccc(C(=O)O)cc2NC(=O)COc2ccc(C)c(C)c2)cc1C	3	1.9	35	5	17	-4	-7	-17	0
30	O=C(Cc1ccc(Cl)c(Cl)c1)NC1CCCCCC1	5	4.0	-22	24	-17	10	-1	-10	4

4 of these compounds, set out differently.
20	CCCN=C1N(C)C[C@@H]2[C@@H]3C(=O)N(C)C(=O)[C@@H]3[C@](C)(C(=O)OC)N12
- EBI2 block: -3
- CHOP UPR activ: 0.2
- Mdm2-MdmX inh: 7
- CCR6 antagonist: 10
- 697 NFkB inh: -7
- Gli-Sufu antag: 0
- UPR XBP1 act: 1
- Jurkat NFkB inh: ·
- CXCR6 block: 1

21	COc1cc2c(cc1OC)-c1cc(NC3CCCCCCC3)nc(=O)n1CC2
- EBI2 block: -1
- CHOP UPR activ: -1.2
- Mdm2-MdmX inh: 36
- CCR6 antagonist: 2
- 697 NFkB inh: 22
- Gli-Sufu antag: 0
- UPR XBP1 act: 18
- Jurkat NFkB inh: -9
- CXCR6 block: 8

22	CC(C)N(C(=O)[C@H]1C[C@H](CC(=O)NCCc2ccccn2)C(=O)N2CCc3c([nH]c4cc(CCC(=O)N(C)C)ccc34)[C@]12C)C(C)C
- EBI2 block: -7
- CHOP UPR activ: 3.1
- Mdm2-MdmX inh: 15
- CCR6 antagonist: 18
- 697 NFkB inh: 8
- Gli-Sufu antag: -5
- UPR XBP1 act: 1
- Jurkat NFkB inh: ·
- CXCR6 block: 4

23	COc1ccc(C)cc1-n1c(=O)c2ccccc2c2ccccc2c1=O
- EBI2 block: 7
- CHOP UPR activ: ·
- Mdm2-MdmX inh: ·
- CCR6 antagonist: 23
- 697 NFkB inh: ·
- Gli-Sufu antag: 0
- UPR XBP1 act: ·
- Jurkat NFkB inh: ·
- CXCR6 block: 12

(more compounds)
nr	Structure	EBI2 block	CHOP UPR activ	Mdm2-MdmX inh	CCR6 antagonist	697 NFkB inh	Gli-Sufu antag	UPR XBP1 act	Jurkat NFkB inh	CXCR6 block
31	CS(=O)(=O)c1ccccc1C(=O)N1CCN(Cc2ccccc2)CC1	-5	-0.8	0	-5	-20	7	-2	1	-4
32	Cn1c(NC2CCCCC2)c(N=O)c(=O)n(C)c1=O	-5	-1.0	9	9	2	-5	-1	10	4
33	COc1cccc(CN2CCNC(=O)C2CC(=O)N2CCCCO2)c1OC (stereo unspecified)	-5	-1.4	-4	-8	-4	1	0	0	3
34	CCc1cc(CNC(=O)c2cccc(OC3CCN(S(C)(=O)=O)CC3)c2)on1	1	2.7	-15	1	-48	6	-4	13	-8
35	COc1ccccc1NC(C)C(=O)Nc1ccc(C(C)=O)cc1 (stereo unspecified)	12	2.4	18	-2	-25	-3	-1	-17	-2
36	CCCn1c(N2CCN(C)CC2)nc2c1c(=O)[nH]c(=O)n2C	1	-1.7	29	14	10	-13	1	-10	4
37	COc1cccc(NC(=O)NCCCN2CCN(c3ccc(F)cc3)CC2)c1	5	-0.7	7	11	-1	2	-6	-5	6
38	NNc1nnc2c3cc(F)ccc3n(CCc3ccccc3)c2n1	9	0.1	-4	18	10	12	1	-6	1
39	COc1cccc(NCc2cc(=O)oc3cc(C)c(O)cc23)c1	6	1.4	-18	9	-5	8	-3	-6	1
40	c1ccc(-c2ncnc3nc4n(c23)CCC4)cc1	-3	1.0	0	11	12	1	-3	-13	-10
41	CSc1ncc(C(=O)Nc2ccccc2Cl)c(C)n1	2	-0.2	18	-1	3	7	7	19	1
42	CNC(=S)N(CCc1ccc(OC)c(OC)c1)Cc1cc2c(C)cc(C)cc2[nH]c1=O	-13	1.3	-17	-7	14	-7	0	10	3
43	CCOc1ccc(NC(=O)CN(C)C(=O)c2cc(C)on2)cc1OCC	-7	-0.1	8	15	19	-7	0	2	4
44	Cc1nn(C)c(Cl)c1NC(=O)OCc1ccc(Cl)cc1Cl	2	1.7	28	12	-50	34	-1	40	-4
45	COc1ccc(OC)c(-n2cnc3cc(C(=O)NCCCN4CCOCC4)ccc32)c1	-3	-3.7	1	-38	-15	-6	-1	-14	2
46	O=C(NCc1cccnc1)Nc1ccc(Cl)c(Cl)c1	7	2.7	29	1	-10	-10	3	-13	-5
47	COc1ccc(/C=C2\C(=O)ON=C2c2cccc([N+](=O)[O-])c2)cc1	·	0.3	5	·	22	·	-6	-3	·
